High-throughput results (PubChem BioAssay)
ELG1 DNA repair: qHTS screen for small molecules that inhibit ELG1-dependent DNA repair in human embryonic kidney (HEK293T) cells expressing luciferase-tagged ELG1 | HEK293T ELG1-luciferase reporter, luminescence, 16 h; DNA damage induced by 5-fluorouridine | Potency, µM (series often up to 46.1 µM), for the others: at the top dose activity change, negative = inhibition, actives largely listed as inhibitors | 330,000 compounds, 2.3% hits | AID 504467, 2011; also: potency is read from the fitted curve at half-maximal effect; % is scaled to controls: 0 for no effect and ±100 for the full control effect; nearly all actives have a fitted effect of over 55% in size
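DMSO vehicle served as the neutral condition. Each well held 2,000 cells given 5-fluorouridine plus compound; after 16 hr at 37 °C/5% CO2, ONE-Glo was added and luciferase measured 30 min later.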
Tb PFK block: qHTS Assay to Find Inhibitors of T. brucei phosphofructokinase. Potency, µM (series often up to 57.5 µM), for inactives: at the top dose activity, negative = inhibition, actives largely listed as inhibitors. AID 485367, 2010. T. brucei PFK, ADP-Glo luminescence. ATP-dependent 6-phosphofructokinase (Trypanosoma brucei brucei), O15648. 330,000 compounds, 0.17% hits;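 also: potency is read from the fitted curve at half-maximal effect; 0% = uninhibited 1x PFK enzyme wells and -100% = no-enzyme wells; nearly all actives have a fitted effect of over 60% in size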
Target sequence (O15648 whole entry, looked up): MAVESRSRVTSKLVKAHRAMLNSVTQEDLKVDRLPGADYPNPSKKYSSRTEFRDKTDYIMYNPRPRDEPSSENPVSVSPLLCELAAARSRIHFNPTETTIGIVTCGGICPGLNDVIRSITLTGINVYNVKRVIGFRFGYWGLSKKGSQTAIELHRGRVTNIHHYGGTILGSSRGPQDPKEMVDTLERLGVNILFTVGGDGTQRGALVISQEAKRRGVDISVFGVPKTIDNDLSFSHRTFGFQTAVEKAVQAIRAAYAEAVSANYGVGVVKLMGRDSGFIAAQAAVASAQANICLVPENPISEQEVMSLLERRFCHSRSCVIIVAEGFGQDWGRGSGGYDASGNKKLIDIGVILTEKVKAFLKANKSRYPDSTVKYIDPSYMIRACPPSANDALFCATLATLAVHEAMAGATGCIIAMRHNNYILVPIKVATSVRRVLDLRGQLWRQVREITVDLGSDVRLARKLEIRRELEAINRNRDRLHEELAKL
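Compounds were pin-transferred as a titration series up to 57 uM into substrate buffer (0.5 mM F6P, 0.1 mM ATP, pH 8.0), then 1.25 nM PFK was added and reactions ran 45 min before ADP-Glo detection.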
TSHR antag: Antagonists of the Thyroid Stimulating Hormone Receptor: HTS campaign. Thyrotropin receptor (Homo sapiens), P16473. TSHR-expressing cells, TSH-stimulated cAMP HTRF, 2 h; stronger effect = lower value. activity change, negative = inhibition, % at 11.5 µM. 330,000 compounds, 0.2% hits. AID 504810, 2011;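 active = activity change below a set negative limit, meaning inhibition stronger than a set level, cut at about -70% in these data; inconclusive = activity change between two set negative limits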; also: % is scaled to controls: 0 for no effect and ±100 for the full control effect
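Inhibition of cAMP made by TSHR-expressing cells under TSH stimulation (4nM final, EC80; 2 h, 37 deg C) is quantified with a one-step lysis HTRF kit, anti-cAMP cryptate versus cAMP-d2.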
ASM inhibitor: Inhibitors of Secretory Acid Sphingomyelinase (S-ASM): qHTS; Sphingomyelin phosphodiesterase (Homo sapiens), P17405; placental ASM, HMU-PC fluorogenic substrate, 60 min; Potency, µM (doses to about 57.5 µM), for the others: top-dose activity change, negative = inhibition, actives largely listed as inhibitors; 340,000 compounds, 0.006% hits; AID 504937, 2011; also: potency is read from the fitted curve at half-maximal effect
Target sequence (P17405 47-631 limits assumed): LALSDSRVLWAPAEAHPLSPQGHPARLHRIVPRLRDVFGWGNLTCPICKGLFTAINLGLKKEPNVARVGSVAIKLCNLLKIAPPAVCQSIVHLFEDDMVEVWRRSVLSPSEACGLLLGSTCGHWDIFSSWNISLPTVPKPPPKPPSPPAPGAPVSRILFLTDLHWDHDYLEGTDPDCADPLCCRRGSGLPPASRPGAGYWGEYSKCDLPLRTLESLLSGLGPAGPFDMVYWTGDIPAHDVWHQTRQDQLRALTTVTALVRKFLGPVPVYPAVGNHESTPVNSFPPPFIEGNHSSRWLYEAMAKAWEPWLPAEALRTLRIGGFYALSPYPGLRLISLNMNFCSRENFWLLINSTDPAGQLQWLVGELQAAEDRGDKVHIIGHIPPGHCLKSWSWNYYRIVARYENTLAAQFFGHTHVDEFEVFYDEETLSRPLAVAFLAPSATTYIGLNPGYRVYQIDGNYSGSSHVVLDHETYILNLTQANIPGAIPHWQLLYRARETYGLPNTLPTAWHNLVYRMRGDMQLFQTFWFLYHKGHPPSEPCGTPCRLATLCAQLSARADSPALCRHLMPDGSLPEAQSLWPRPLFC
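Human placenta-derived ASM preincubated with compound 10 min at room temperature, then reacted with 9 uM (final) fluorogenic HMU-PC substrate for 60 min at 37 C. Stop solution raises pH to 10; fluorescence read at Ex 386/Em 447 nm.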
PTAP TSG101 blk: qHTS Assay for Iinhibitors of HIV-1 Budding by Blocking the Interaction of PTAP/TSG101. Fluorescence polarization, FITC-PTAP peptide / Tsg101 binding. 340,000 tested, under 10 active. Potency, µM (titrated, usually from 115 µM), without a hit: top-dose activity change, negative = inhibition, usual class: inhibitors. AID 493005, 2010. Tumor susceptibility gene 101 protein (Homo sapiens), Q99816; active = well fitted inhibition curve with a large enough effect in the main read-out, with a control signal flat, not every such curve was filed as active; inconclusive = small, poorly fitted or top-dose-only effect, or effect the other way, or a change in a side signal; inactive = no such curve, though single readings can be large or run the other way; also: potency is read from the fitted curve at half-maximal effect; % of control where 0% means no effect
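Compounds were pin-transferred onto Tsg101 binding domain (10 uM final) in HEPES pH 7.5 buffer, then FITC-PTAP peptide was added at 50 nM final. After 20 min at RT, polarization reported peptide displacement across a qHTS concentration series.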
AT treatment: qHTS Assay for Identifying a Potential Treatment of Ataxia-Telangiectasia; […] A-T fibroblasts, KAP-1 phosphorylation AlphaLISA; neocarzinostatin DNA damage 30 min before lysis; Potency, µM (doses to about 57.5 µM), for the others: at the top dose activation, usual class: activators; 320,000 compounds, 0.19% hits; also: potency is read from the fitted curve at half-maximal effect; % of control where 0% means no effect; nearly all actives have a fitted effect of over 45% in size
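hTERT-immortalized A-T patient fibroblasts ([…]), 500 cells/well in OPTI-MEM, 1% FBS, got compounds for 60 min, then NCS for 30 min at 37C. Lysates were then assayed for phospho-KAP-1 by AlphaLISA (anti-pKAP1 donor, anti-KAP1 acceptor beads), 6 hr at 25C.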
Eya2 inh: qHTS Assay for Inhibitors of the Phosphatase Activity of Eya2. Protein phosphatase EYA2 (Homo sapiens), O00167. recombinant Eya2, OMFP fluorescence dephosphorylation (OMFP is methylfluorescein phosphate). Potency, µM (highest dose often 76.9 µM), without a hit: at the highest dose activity, negative = inhibition, actives largely listed as inhibitors. 330,000 compounds, 0.006% hits. AID 488837, 2010; also: potency is read from the fitted curve at half-maximal effect; % is scaled to controls: 0 for no effect and ±100 for the full control effect
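Eya2 (0.2 uM) preincubated 10 min at ambient with compound, then OMFP substrate added at 50 uM; 10 min reaction in 50 mM HEPES pH 7.5, 50 mM NaCl, 5 uM MgCl2, 0.05% BSA, 1 mM DTT. Fluorescence read at Ex 485/Em 525 nm.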
Integrin act MD: qHTS for Activators of Integrin-Mediated Alleviation for Muscular Dystrophy; 350,000 compounds, 0.064% hits; AID 624291, 2012; alpha7betagal myoblasts, beta-gal FDG fluorescence, 48 h; Potency, µM (highest dose often 38.3 µM), inactives show top-dose activation, most hits filed as activators;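 also: potency is read from the fitted curve at half-maximal effect; 100% = response of the positive control SU9516; nearly all actives have a fitted effect of over 60% in size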
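alpha7betagal+/- myoblasts (passage 13, 250/well) treated 48 h at 37C with compounds at 1:260 dilution of DMSO stock. Lysed, then beta-galactosidase activity read as FDG fluorescence (ex 480/em 540) after 30 min, with pre-read for autofluorescence.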
TCR act: Activators of T cell receptors: qHTS campaign. primary human leukocytes, anti-CD3, IL-2 HTRF, 48 h. Potency, µM (titrated, usually from 9.22 µM), for the others: at the highest dose activation of IL-2 secretion, most hits filed as activators. 330,000 tested, under 10 active; also: % of control where 0% means no effect
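Human primary leukocytes + a-CD3 beads + cpd, 48 hr; IL-2 in supernatant by HTRF (ex 320nm / em 665nm). No co-stimulatory signal supplied.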
Mito fusion act: qHTS Assay for Small Molecule Inhibitors of Mitochondrial Division or Activators of Mitochondrial Fusion | 320,000 compounds, 0.23% hits | S. cerevisiae fusion-defective mutant growth rescue, CellTiterGlo 48 h | Potency, µM (highest dose often 46.1 µM), for inactives: at the highest dose growth rescue (activation), hits mostly activators;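 also: potency is read from the fitted curve at half-maximal effect; % of control where 0% means no effect; nearly all actives have a fitted effect of over 45% in size; temperature-sensitive fusion mutants such as fzo1-1 at 37 °C on non-fermentable ethanol glycerol medium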
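Growth-rescue viability read-out: after 48 h at the non-permissive 37C in glycerol/ethanol YPEG, yeast mitochondrial fusion mutants are measured by CellTiterGlo luminescence; compounds (23 nl pinned per well) restoring growth score as division inhibitors or fusion activators.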
BCR signal inh: qHTS Assay to Find Inhibitors of Chronic Active B-Cell Receptor Signaling; ABC-DLBCL IkBa-CBG/CBR reporter, luminescence ratio, 4 h; Potency, µM (top dose mostly 46.1 µM), without a hit: at the top dose ratio change, negative = lower green/red ratio, hits mostly inhibitors; 340,000 compounds, 0.05% hits; active = well fitted inhibition curve with a large enough effect in the signal ratio, with a control signal flat, not every such curve was filed as active; inconclusive = small, poorly fitted or top-dose-only effect, or effect the other way, or a change in a side signal; the % refers to the signal ratio;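 also: potency is read from the fitted curve at half-maximal effect; plate controls were basal doxycycline-induced cells for no effect and cells given 10 µM MG132 for full effect; MG132 reads +100%, hits lower the ratio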
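Concentration-response series (up to 46 uM) were applied to TMD8 dual-reporter cells for 4 h at 37C with doxycycline. Green/red ratio, after filter-overlap correction, defined %Activity; red signal alone was normalised to basal cells and zero luminescence.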
* = called active by the depositor; ? = inconclusive; nt = no result given; [ ] = remark or other dose. Unless noted, calls follow the shape of the dose curve; as a rule, active = well fitted curve in the direction sought with a large enough effect; inconclusive = small, poorly fitted or top-dose-only effect, or another doubt; inactive = no such curve, though single readings can be large; an effect the other way counts as inactive or inconclusive.

Compound	Eya2 inh	BCR signal inh	TCR act	AT treatment	Integrin act MD	PTAP TSG101 blk	Mito fusion act	Tb PFK block	ELG1 DNA repair	TSHR antag	ASM inhibitor
CC1(C)Cc2c(C#N)c(N3CCN(C(=O)c4ccco4)CC3)nc(-c3ccco3)c2CS1	-1%	?	-1%[46.1 µM]	18%	14%	-2%	21%	-29%	?	19	290%[activator]
O=C(Nc1ccc(CN2CCCCC2)cc1)c1cc(Br)ccc1Cl	5%	?	3%	-6%	-42%	1%	0%	1%	-11%	-5	-2%
Cc1cc2c(N=O)c(NO)ccc2[nH]1	4%	?	0%	5%	-25%	0%	-8%	-11%	-14%	-12	0%
COC(=O)c1ccccc1NC(=O)CNc1cc(Cl)ccc1N1CCOCC1	-3%	?	9%	?	-2%	-1%	?	-1%	0%	4	-16%
Cc1[nH][nH]c(=O)c1C=NCc1cccnc1	16%	5%	0%	1%	-10%	-2%	3%	0%	3%	-4	3%
Cc1ccc(C(=O)Oc2coc(CSc3nnc(NC(=O)C4CC4)s3)cc2=O)cc1C	-18%	-13%	-1%[46.1 µM]	1%	-1%	-5%	3%	-1%	1%	1	-5%
Cc1cc(C)cc(OCC(=O)OCC(=O)NC2CCCC2)c1	17%	?	-1%	-3%	41%	-3%	3%	1%	13%	-4	1%
COc1cccc(-c2sc3ccc(OC)cc3c2-c2ccc(OCCN3CCOCC3)cc2)c1	4%	1%	3%	-4%	-3%	-5%	nt	1%	-13%	21	?
C/C(=C\c1ccccc1)C(=O)n1nnc2ccccc21	-3%	3%	-60%	-1%	11%[7.66 µM]	-6%	1%	1%	?	-6	16%
CCN(CC(=O)NCc1cccs1)C(=O)CCCOc1ccccc1	-17%	0%	-8%	-8%	4%	-3%	1%	0%	19%	7	-2%
O=C1CCCCC1C(=O)c1ccccc1 (configuration not stated)	-5%	?	-1%	0%	8%	-2%	3%	1%	21%	0	5%
O=c1oc2ccc3ccccc3c2c2c1SC(C(F)(F)F)C2 (configuration not stated)	6%	?	0%	11%	15%	1%	1%	0%	-11%	-5	nt
COc1ccc(-c2cc(C(F)(F)F)n3nc(C(=O)N4CCN5CCCC5C4)cc3n2)cc1OC (configuration not stated)	?	6%	-3%	13%	-9%	-3%	-3%	0%	-8%	6	141%[activator]
CCN(CC(=O)Nc1ccc(OC)cc1)C(=O)Cc1cccs1	-7%	-1%	-1%	0%	-30%	-2%	-4%	-3%	11%	3	-3%
CCN1CCN(c2ccc(S(=O)(=O)N3CCCCC3)cc2NC(=O)c2sccc2C)CC1	19%	1%	3%	-4%	-16%	0%	-8%	-1%	-1%	5	5%
Cc1cc(Br)ccc1SCC(=O)OCC(=O)NC1CCCC1	1%	2%	2%	0%	41%	-2%	2%	-4%	3%	7	3%
Cc1cc(C)nc(/N=C(\N)N2CCCCCC2)n1	-4%	2%	-6%[46.1 µM]	0%	18%	0%	-3%	1%	15%	12	0%
O=C(CN1C(=O)NC2(CCOc3ccccc32)C1=O)NCC(F)(F)F (configuration not stated)	-4%	4%	-1%	-3%	37%	-3%	-1%	0%	15%	3	8%
Fc1ccc(COc2cccc3cccnc23)cc1	12%	?	0%	6%	14%	0%	-8%	5%	?	-9	0%
CCOC(=O)C1CCCN(S(=O)(=O)c2ccc(Br)c(OC)c2)C1 (configuration not stated)	-20%	?	-4%	4%	23%	-3%	10%	-4%	4%	-9	2%

Carrying on.
Compound	Eya2 inh	BCR signal inh	TCR act	AT treatment	Integrin act MD	PTAP TSG101 blk	Mito fusion act	Tb PFK block	ELG1 DNA repair	TSHR antag	ASM inhibitor
NC(=S)N=Nc1c(O)n(CCCl)c2ccc(Cl)cc12	-6%	?	-3%	-17%	-41%	0%	4%	0%	-26%	1	-7%
CCn1nc(C)c(C(=O)Nc2cc(Oc3cc(C)cc(C)c3)cc([N+](=O)[O-])c2)c1C	-16%	?	4%	1%	-41%	-2%	16%	-2%	13µM*	-6	-12%
N#Cc1c(-c2ccccc2)nc(SCC(=O)Nc2nnc(C(F)(F)F)s2)[nH]c1=O	7%	6%	2%	-3%	?	-2%	4%	-4%	2%	-8	3%
O=C(O)CCCCN1C(=O)/C(=C\c2ccc(OCc3ccccc3)c(OCc3ccccc3)c2)SC1=S	-4%	?	5%	9%	?	-24%	-7%	-9%	3%	0	-26%
CCCCN1C(N)=NC[C@@H]1Cc1ccc(O)cc1	8%	2%	0%	3%	-5%	-1%	-1%	-5%	0%	-3	1%
COc1cc2oc(=O)cc(-c3cccc(-c4cccc(C)c4)c3)c2c(OC)c1OC	2%	8%	-2%[46.1 µM]	7%	0%	1%	nt	0%	21µM*	-13	-4%
O=C(Nc1cccc(-c2cnc3ccccc3n2)c1)C1CC(=O)N(c2ccccc2)C1 (configuration not stated)	7%	1%	5%	17%	-13%	-3%	-7%	-3%	?	-1	-5%
O=C(Cc1ccccc1)Nc1ccc(F)cc1	3%	2%	nt	1%	5%	0%	2%	-9%	16%	-8	2%
Cc1cc(C)c2nc(NNC(=O)c3ccc(S(=O)(=O)N4CC(C)CC(C)C4)cc3)sc2c1 (configuration not stated)	-3%	0%	0%	-12%	-46%[inhibitor]	-4%	-5%	-27%	0%	4	-14%
CCN1CCN(c2oc(-c3ccccc3C)nc2S(=O)(=O)c2ccccc2)CC1	1%	?	-9%	5%	-33%	-9%	-5%	0%	0%	15	nt
CCCOc1ccc(C(=O)Nc2ccc(S(=O)(=O)N3CCN(C)CC3)cc2)cc1	5%	3%	nt	-3%	-15%	-1%	-11%	2%	0%	4	-6%
Cc1cc(NS(=O)(=O)c2ccc(NC(=O)c3cnc4sccn4c3=O)cc2)nc(C)n1	-3%	6%	-14%	0%	-32%	0%	0%	6%	-8%	4	-1%
O=C1c2ccccc2C(Nc2ccccc2F)N1c1cccnc1 (configuration not stated)	22%	-9%	0%	10%	0%	-3%	0%	-5%	0%	-8	1%
N#CC1(Cc2ccccc2Cl)c2ccccc2C=CN1C(=O)c1ccccc1 (configuration not stated)	8%	16%	-2%	2%	2%	-1%	10%	2%	?	12	-3%
CN(NC(=O)c1ccccc1)c1nc2ccccc2nc1C(F)(F)F	-25%	-4%	-1%	-4%	-4%	-1%	11%	-4%	-7%	-41	9%
CCOC(=O)c1nc(NCc2cccnc2)c2ccccc2n1	-7%	-4%	2%	3%	-15%	-7%	5%	-8%	13%	-4	2%
CCOC(=O)N1CCN(C(=O)c2cccc(F)c2)CC1	3%	2%	-12%	5%	16%	-10%	1%	4%	6%	-2	0%
COC(=O)CCc1c(C)c(C(=O)c2cc(OC)c(OC)c(OC)c2)c2ccccn12	6%	?	-2%	3.5µM*	-17%	-4%	0%	-6%	?	18	-7%
Cc1cccc(NC(=S)NCC(c2cccnc2)N(C)C)c1C (configuration not stated)	-5%	4%	4%[46.1 µM]	-5%	-22%	0%	-2%	7%	?	9	5%
COc1cc(Cl)c(CN2CCC(CO)(CCOc3ccccc3)CC2)cc1OC	0%	-3%	0%	4%	-51%[inhibitor]	-6%	-7%	-3%	-5%	18	1%
COc1ccc(CNC(=O)CN(C(=O)c2csnn2)c2cccc(C(C)=O)c2)cc1	14%	0%	5%	7%	7%	-7%	5%	1%	5%	-16	-1%
